# Source: PubChem BioAssay
# TbREL1 inh: TbREL1 inhibition, primary screen; P86926; TbREL1 RNA ligation, FRET fluorescence; inhibition, % at 9.66 µM; 0.49% of 89,000 active;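 active = inhibition above the mean inhibition across all screened compounds plus 3 SD, cut at about 11% in these data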;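 also: 0% = plate median of test wells and 100% = NSC42067 control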
# Target sequence (P86926 whole entry, looked up): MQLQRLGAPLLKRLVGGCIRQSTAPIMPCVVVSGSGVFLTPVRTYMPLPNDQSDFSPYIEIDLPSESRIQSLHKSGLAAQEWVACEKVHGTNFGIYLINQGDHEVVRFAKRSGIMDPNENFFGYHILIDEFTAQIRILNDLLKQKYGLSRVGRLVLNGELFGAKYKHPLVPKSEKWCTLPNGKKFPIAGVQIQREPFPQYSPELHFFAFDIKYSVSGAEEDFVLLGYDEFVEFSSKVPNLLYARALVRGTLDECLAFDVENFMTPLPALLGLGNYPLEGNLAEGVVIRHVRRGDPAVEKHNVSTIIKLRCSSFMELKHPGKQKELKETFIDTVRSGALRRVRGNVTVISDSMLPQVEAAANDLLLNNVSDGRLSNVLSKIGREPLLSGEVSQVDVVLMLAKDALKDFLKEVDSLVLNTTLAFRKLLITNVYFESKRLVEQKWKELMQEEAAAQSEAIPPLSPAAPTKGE
# * marks the source's active call; other numbers are inactive results.
TbREL1 inh | SMILES
2 | CCc1ccc(OCC(=O)NNC(=O)c2nn(CC)c(=O)c3ccccc23)cc1
-1 | CCC(C)(C)n1nnnc1C(c1ccccc1OC)N1CCN(C(=O)c2ccco2)CC1 (stereo not drawn)
-2 | O=C(Nc1cccc(NC(=O)c2cccc(Cl)c2)c1)c1cccnc1
0 | CCOc1ccc(-n2cnnn2)cc1S(=O)(=O)N1CCC(C)CC1C (stereo not drawn)
1 | COc1ccc(S(=O)(=O)N(C)C)cc1NCC(=O)Nc1ccc(Br)c(C)c1
3 | CCn1c(=O)c2cc(C(=O)Nc3ccc(OC)cc3OC)sc2c2ccccc21
7 | CC1CN(C2CCN(S(=O)(=O)Cc3ccccc3)CC2)CC(C)O1 (stereo not drawn)
1 | NC(=O)Nc1ccc(C(=O)OCC(=O)N2CCCC2=O)cc1
-1 | CCCn1nc(NS(=O)(=O)c2cccc3nonc23)c2cc3cccc(C)c3nc21
1 | O=C(C1CCN(C2CC(=O)N(c3cccc(Cl)c3)C2=O)CC1)N1CCCC1 (stereo not drawn)
-1 | Cc1ccc2c(c1)c1c(n2CC2COC(C)(C)O2)C(=O)CCC1 (stereo not drawn)
1 | Cc1ccnc(N2CCC(C(=O)NC3CCCCCC3)CC2)n1
0 | CN(C(=O)c1cccc(NC(=O)Cc2ccc(NC(=O)C3CCN(C(=O)C4CCCCC4)CC3)cc2)c1)C1CC1
0 | COc1ccccc1NC(=O)CCNS(=O)(=O)c1ccc2[nH]c(=O)oc2c1
0 | O=C(CCC1CCCN(C(=O)c2ccc3cc[nH]c3c2)C1)N1CCN(c2ccccn2)CC1 (stereo not drawn)
-1 | CC(C)n1cnc2c(NCc3ccccc3)nc(NCc3ccccc3)nc21
7 | COc1cc(SC)ccc1C(=O)NCCOc1ccc(C)c(C)c1
3 | O=C(/C=C\c1ccco1)NC(=S)Nc1ccccc1O
1 | Cc1cccc(NC(=O)COc2ccc(Br)cc2C)n1
3 | OC(c1ccc(Cl)c(F)c1)c1ncc(-c2ccccc2Cl)[nH]1 (stereo not drawn)
13* | CCC[C@H]1[C@@H](OC(=O)NCc2ccc(Cl)c(Cl)c2)CC[C@@]23CCCN2C(=O)CCC[C@@H]13
-1 | C=CCN1C(=O)[C@H](CC(=O)N2CCN(C(=O)C3CC3)CC2)[C@@]2(C(=O)OCC)CCCC=C12
-4 | COc1ccc(CCNC(=O)CC(NC(=O)c2ccccc2Cl)c2ccccc2)cc1 (stereo not drawn)
7 | CCC(=O)NCCc1nc2ccccc2n1Cc1ccc(C)cc1
-3 | COc1ccccc1N(CC(=O)NCCSCc1cccc(C)c1)S(=O)(=O)c1ccccc1
0 | Cc1ccccc1C(=O)NC1CCN(C(=O)Nc2ccc(F)cc2)CC1
6 | COc1ccc(S(=O)(=O)Nc2ccc3c(c2)n(C)c(=O)n3C)cc1OC
-3 | CCOc1ccc(NC(=O)c2cccc(S(=O)(=O)Nc3c(C)n(C)n(-c4ccccc4)c3=O)c2)cc1
0 | Cc1cc2c(cc1C)-c1c(ssc1=Nc1ccc(S(N)(=O)=O)cc1)C(C)(C)N2
-5 | COc1ccc2nc3n(c(=O)c2c1)-c1ccc(Cl)cc1C(=O)NC3Cc1ccccc1 (stereo not drawn)
5 | CCCc1nnc(SCC(=O)Nc2nccs2)o1
3 | CNS(=O)(=O)c1cc(O)c2c(S(=O)(=O)NC)cccc2c1
-2 | CCc1nnc(NS(=O)(=O)c2ccc(NC(=S)NC(=O)c3cccs3)cc2)s1
-3 | COc1ccccc1NC(=O)c1[nH]c(C)c(C(C)=O)c1C
-4 | COc1ccccc1/C=C/C(=O)NC(=S)NCC1CCCO1 (stereo not drawn)
0 | CSCCC(NC(=O)c1ccccc1C)C(=O)O (stereo not drawn)
0 | Cc1nn(Cc2ccccc2)c(C)c1CNC(=O)c1ccc(F)c(S(=O)(=O)N2CCOCC2)c1
4 | COc1ccc2c3c([nH]c2c1)C1(NCC3)C(=O)Nc2ccccc21 (stereo not drawn)
-2 | COc1ccc(S(=O)(=O)N2CCCOC2CNC(=O)C(=O)NCCc2ccco2)cc1OC (stereo not drawn)
1 | O=C(c1ccc2nc3ccccc3c(=O)n2c1)N1CCN(Cc2ccc3c(c2)OCO3)CC1
-5 | COc1cc(NC(=O)C/C(C)=N/NC(=O)C(OC)c2ccccc2)c(OC)cc1Cl (stereo not drawn)
0 | Cc1ccc(NC(=O)c2cc(-c3cc(F)ccc3OCC3CCCO3)n[nH]2)cc1NS(C)(=O)=O (stereo not drawn)
2 | O=C(CCCN1C(=O)/C(=C/c2cccs2)SC1=S)Nc1ccccc1O
0 | CCOCCCNC(=O)Cn1cc2c(n1)CCCC2
-10 | CCN(CC)c1ccc(NC(=O)C2=CC=CN3CCS(=O)(=O)N=C23)cc1
4 | CCN1CCN(Cc2ccc(NC(=O)c3cc(NC(=O)c4cnnc5ccccc45)cc(OC)c3)cc2C(F)(F)F)CC1
2 | Cc1nc(SCc2ccc(F)cc2)c([N+](=O)[O-])[nH]1
0 | CSCCC(NC(=O)c1ccccc1)C(=O)N/N=C(\C)Cc1ccccc1 (stereo not drawn)
2 | CCOCCCNC(=S)Nc1ccc(Br)cc1Cl
2 | Cn1c2ccc(Br)cc2c2nnc(SCC(=O)O)nc21
1 | Cc1cccc2nc(C(=O)Nc3cc(Cl)ccc3-n3cncn3)cn12
-8 | Cc1ccc(C)c(NC(=O)CCC(=O)NNC(=S)Nc2ccccc2)c1
-2 | CCC(C)(C)c1ccc(Oc2ccc(NC(=O)COC(=O)C3=COCCO3)cc2)cc1
5 | CC(=O)N/C(=C\c1cccc([N+](=O)[O-])c1)C(=O)NC1CCCCC1
6 | Clc1ccc(CSc2nnc3ccccn23)c(Cl)c1
1 | O=c1c(-c2cc3ccccc3o2)[n+]([O-])c2ccccc2n1OCc1ccccn1
-5 | COC(=O)[C@]12C[C@H](CC(=O)NCCCCc3ccccc3)C(=O)N(Cc3cccc4ccccc34)C1=C[C@H](C(C)C)O[C@@H]2C1CC1
3 | CC1CCCCN1S(=O)(=O)c1ccc(C(=O)Nc2nnc(-c3cccs3)o2)cc1 (stereo not drawn)
5 | CC(=O)Nc1cc(Cl)ccc1OS(=O)(=O)c1ccc(C)cc1
-1 | Cc1cc(C)cc(NC(=O)CCc2nc3sc4c(c3c(=O)[nH]2)CCCC4)c1

# Next part.
TbREL1 inh | SMILES
-5 | O=C(CSc1nc2ccccc2c(=O)[nH]1)Nc1ccc([N+](=O)[O-])cc1
2 | CCc1ccc(-c2nnn(Cc3nc4ccccc4s3)n2)cc1
4 | COC(=O)C1C(=O)C2=C(CC1C)NC(=O)CC2c1cccc(C)c1 (stereo not drawn)
5 | Cc1ccc(-c2nnc(NC(=O)C3=COCCO3)o2)c(C)c1
3 | Cc1cc(=O)c2ccc3ccccc3c2[nH]1
2 | O=C(NC1(C(F)(F)F)C(=O)Nc2c1c(=O)[nH]c(=O)n2Cc1ccco1)C1CCCCC1 (stereo not drawn)
2 | COc1ncc(-c2ccc3c(c2)S(=O)(=O)c2cccc(C(=O)NCc4ccco4)c2C3=O)cn1
-5 | COc1ccccc1N1CCN(S(=O)(=O)c2ccc3c(c2)CCC(=O)N3)CC1
2 | COc1ccccc1NC(=O)CSc1nnc(CNC(=O)c2ccco2)n1C
2 | O=C(Nc1cccnc1)c1ccc(F)cc1
-1 | O=C(c1cc(S(=O)(=O)N2CCN(c3ccccc3)CC2)ccc1Cl)N1CCCC(C(F)(F)F)C1 (stereo not drawn)
1 | COCC(C)NS(=O)(=O)c1ccc(OC)cc1 (stereo not drawn)
-2 | CCCOC(=O)C1C2C=CC3(CN(c4ccc(Cl)c(F)c4)C(=O)C13)O2 (stereo not drawn)
6 | O=C(O)c1n[nH]c2c1CC(C1CCCCC1)CC2 (stereo not drawn)
1 | CCN1CCCC1Cn1cnc2c([nH]c3ccc(C)cc32)c1=O (stereo not drawn)

# By substructure, those above containing a COOH group (3)
TbREL1 inh | SMILES
0 | CSCCC(NC(=O)c1ccccc1C)C(=O)O (stereo not drawn)
2 | Cn1c2ccc(Br)cc2c2nnc(SCC(=O)O)nc21
6 | O=C(O)c1n[nH]c2c1CC(C1CCCCC1)CC2 (stereo not drawn)

# Back to the main list with the four entries that preceded the break.
TbREL1 inh | SMILES
1 | COCC(C)NS(=O)(=O)c1ccc(OC)cc1 (stereo not drawn)
-2 | CCCOC(=O)C1C2C=CC3(CN(c4ccc(Cl)c(F)c4)C(=O)C13)O2 (stereo not drawn)
6 | O=C(O)c1n[nH]c2c1CC(C1CCCCC1)CC2 (stereo not drawn)
1 | CCN1CCCC1Cn1cnc2c([nH]c3ccc(C)cc32)c1=O (stereo not drawn)
1 | CCOP(=O)(OCC)C(Nc1ccc(C(=O)O)cc1)c1ccccc1 (stereo not drawn)
4 | Fc1ccccc1OCCCCSc1ncccn1
-3 | C=CCOn1c(=O)c(-c2ccc(OC)c(OC)c2)[n+]([O-])c2ccccc21
1 | Cc1onc(-c2ccccc2)c1C(=O)OCC(=O)c1ccc[nH]1
1 | C/C(=N/Nc1ccnc2cc(Cl)ccc12)c1ccc(O)cc1
1 | Cc1ccc(C)c(NC2=CC(=O)CC(C)(C)C2)c1C#N
1 | O=C(Nc1cccc(Cl)c1)Nc1nc(-c2ccc(Cl)cc2)cs1
0 | COC(=O)[C@@]12CCCCN1[C@H](c1ccc(SC3CCCCC3)cc1)[C@H]1C(=O)N(C)C(=O)[C@H]12
-2 | COC(=O)C1=NN(c2cccc3ccccc23)C2C(=O)N(c3ccccc3OC)C(=O)C12 (stereo not drawn)
5 | CN1C(=O)CC(N2CCN(c3ccc(Cl)c(Cl)c3)CC2)C1=O (stereo not drawn)
-2 | COc1ccc(-c2oc3c(c2C(=O)OCCCO)C(OCCCCCO)CCC3)cc1 (stereo not drawn)
-4 | COc1cccc(Oc2nc(N)ncc2[N+](=O)[O-])c1
-4 | Cc1ccc(N=C2NC(=O)/C(=C/c3cccn3C)S2)cc1
-3 | Cc1cccc(C(=O)NCCCNC(=O)c2ccccn2)c1
-5 | Cn1c(C2CCCN2C(=O)OC(C)(C)C)n[nH]c1=S (stereo not drawn)
0 | COc1ccc(N(CCC(=O)NCCc2ccccc2)S(=O)(=O)c2ccc(C)cc2C)cc1
-4 | Cc1ccccc1C(=O)Nc1cc(S(=O)(=O)N2CCCCC2)ccc1N1CCN(C)CC1
7 | O=C(Nc1nc2ccccc2[nH]1)Nc1ccccc1F
-1 | CCOc1ccc(C(=O)NNC(=O)C2CC(=O)N(c3ccc(C)cc3)C2)cc1 (stereo not drawn)
-6 | CCOc1ccc(-n2c(SCC(=O)Nc3ccc(S(=O)(=O)Nc4cc(C)nc(C)n4)cc3)nnc2-c2cccc(C)c2)cc1
1 | COC(=O)Cn1ncc(N2CC(C)OC(C)C2)c(Cl)c1=O (stereo not drawn)
3 | NC(=O)COC(=O)c1cc(=O)[nH]c2ccccc12
7 | Cc1cc(NC(=O)CSc2nc(-c3cccnc3)ccc2C#N)no1
-6 | CC(=O)c1cc(C(=O)N2CCc3c([nH]c4ccccc34)C2CC(C)C)[nH]n1 (stereo not drawn)
-1 | O=C(NCc1ccc2c(c1)OCO2)c1cnc2n(c1=O)CCS2
-2 | Cc1ccc(NC(=O)N2CCC(C(=O)Nc3ccc(C)cc3C)CC2)cc1
-4 | Cc1nn(C(=O)c2ccco2)c(C)c1Sc1ccc([N+](=O)[O-])cc1
2 | COc1cc(NC(=O)c2ccc(Br)o2)c(C(=O)O)cc1OC
0 | O=C(CCCCCN1C(=O)[C@@H]2Cc3ccccc3CN2C1=O)NCCc1ccccc1
-5 | Cc1ccc(NC(=S)NNC(=O)c2ccco2)cc1
-5 | COC(=O)[C@H]1C[C@]2(C(/C=C(\C)CCC=C(C)C)S(=O)(=O)c3ccccc3)c3ccccc3N[C@H]2N1 (stereo partly drawn)
4 | COc1cc(/C=C/C(=O)OCC(=O)NC(=O)NC2CCCCC2)ccc1OC(F)F
-4 | CN(C)c1ccc(C(O)P(=O)(OCc2ccccc2)c2ccc(N(C)C)cc2)cc1 (stereo not drawn)
1 | O=C(N/N=C/C=C/c1ccccc1[N+](=O)[O-])c1ccncc1
-2 | NC(=O)COC(=O)CCSc1ccc(Cl)cc1
2 | Cc1ccc2[nH]c3c(c2c1)CN(C(=O)CN1CCN(c2cccc(C)c2C)CC1)CC3
4 | COc1ccc(CCNS(=O)(=O)c2c(C)n[nH]c2C)cc1
-3 | CC1CCCc2sc3nc(NCc4ccco4)n4ncnc4c3c21 (stereo not drawn)
4 | CCN1C(=O)[C@@H]2[C@@H](c3ccc(-c4ccc(OC)cc4)cc3)N3CCC[C@@]3(C(=O)OC)[C@@H]2C1=O
3 | CN1CCCN(Cc2ccccc2Br)CC1
6 | CC(C)N(C(=O)COC(=O)c1cccnc1Cl)c1ccccc1
2 | Cc1ccnc(NC(=O)CCC(=O)N(CC(=O)NC(C)(C)C)c2ccc3c(c2)OCO3)c1
16* | CSc1ccccc1NC(=O)CN(C)CC(=O)Nc1c(F)cccc1F
5 | O=C(Nc1ccc(Cl)cc1Cl)OC1CCC12CCC(c1ccccc1)CC2 (stereo not drawn)
-1 | COc1ccc(NC(=O)NN2CCOCC2)cc1OC

# Shown with bars between the fields: part of the list above.
molecule | TbREL1 inh
CC1CCCc2sc3nc(NCc4ccco4)n4ncnc4c3c21 (stereo not drawn) | -3
NC(=O)COC(=O)CCSc1ccc(Cl)cc1 | -2
COc1ccc(NC(=O)NN2CCOCC2)cc1OC | -1
Cc1ccnc(NC(=O)CCC(=O)N(CC(=O)NC(C)(C)C)c2ccc3c(c2)OCO3)c1 | 2

# (continued)
TbREL1 inh | SMILES
1 | COc1cc(OC)cc(C(=O)Nc2ncn[nH]2)c1
4 | CCCCCCCCCCCCCCCC[n+]1ccc(C(N)=O)cc1
-2 | COc1ccc(OC)c(NC(=O)CCN2CC(C)OC(C)C2)c1 (stereo not drawn)
5 | CC(C)C[C@H](NC(=O)c1[nH]cnc1C(=O)Nc1ccc(Cl)cc1)C(=O)OC(C)(C)C
1 | CC(=O)Nc1ccc(C(=O)CS(=O)(=O)c2ccc(C)cc2)cc1
2 | O=C(O)c1csc(N/N=C/c2ccc(Br)cc2)n1

# Nothing new here: 5 of the compounds above.
TbREL1 inh | SMILES
1 | COc1cc(OC)cc(C(=O)Nc2ncn[nH]2)c1
4 | CCCCCCCCCCCCCCCC[n+]1ccc(C(N)=O)cc1
-2 | COc1ccc(OC)c(NC(=O)CCN2CC(C)OC(C)C2)c1 (stereo not drawn)
5 | CC(C)C[C@H](NC(=O)c1[nH]cnc1C(=O)Nc1ccc(Cl)cc1)C(=O)OC(C)(C)C
1 | CC(=O)Nc1ccc(C(=O)CS(=O)(=O)c2ccc(C)cc2)cc1

# Some of the compounds tested. The share of hits here may be higher or lower than overall.
